Compound activity deposited in PubChem by several laboratories.
PRMT1 FP inh = PRMT1 (human) inhibition, primary screen | 370,000 tested, 1.3% active | recombinant PRMT1, activity-based probe fluorescence polarization | inhibition, % at 2.79 µM | Q99873;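 active = inhibition above about 21% made by adding two undisclosed values, limit read from the data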
Target sequence (Q99873 whole entry, looked up): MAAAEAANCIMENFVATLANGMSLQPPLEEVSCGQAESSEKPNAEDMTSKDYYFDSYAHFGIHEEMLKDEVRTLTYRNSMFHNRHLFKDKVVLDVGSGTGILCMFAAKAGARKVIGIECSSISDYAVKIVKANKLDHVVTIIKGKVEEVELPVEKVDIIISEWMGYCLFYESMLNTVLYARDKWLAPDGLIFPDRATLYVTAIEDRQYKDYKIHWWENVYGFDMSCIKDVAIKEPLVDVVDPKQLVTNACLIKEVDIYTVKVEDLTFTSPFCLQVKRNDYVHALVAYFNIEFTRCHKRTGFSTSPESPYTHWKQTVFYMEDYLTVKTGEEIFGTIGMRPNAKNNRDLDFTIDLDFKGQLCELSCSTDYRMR
mABHD4 FP = inhibits mouse alpha/beta hydrolase domain 4. Q8VD66. 370,000 tested, 0.54% active. purified mABHD4, FP-Rh probe fluorescence polarization. AID 720543. inhibition, % at 8.92 µM;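 active = inhibition exceeding the mean over every tested compound plus 3 SD, cut at about 30% in these data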;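 note: 0% = plate median of compound wells and 100% = S159A mutant with DMSO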
Target sequence (Q8VD66 whole entry, looked up, the tested form may be a part): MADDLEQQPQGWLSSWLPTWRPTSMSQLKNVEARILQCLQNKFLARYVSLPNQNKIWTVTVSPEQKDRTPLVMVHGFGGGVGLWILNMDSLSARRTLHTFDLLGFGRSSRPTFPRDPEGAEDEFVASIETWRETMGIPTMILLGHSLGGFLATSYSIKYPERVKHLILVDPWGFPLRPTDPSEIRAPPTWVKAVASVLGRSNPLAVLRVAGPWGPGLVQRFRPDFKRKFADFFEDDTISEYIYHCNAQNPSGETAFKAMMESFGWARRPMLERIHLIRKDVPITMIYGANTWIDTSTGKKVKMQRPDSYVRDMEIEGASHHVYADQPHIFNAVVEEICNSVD
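assay system = mABHD4 protein | compound dosing = single nominal dose of 8.92 µM, 0.89% DMSO final | read-out basis = percent inhibition of probe binding, normalized to plate controls | schedule = Enzyme–compound pre-incubation 45 min, then probe 60 min, both 25 °C | detection = fluorescence polarization, excitation 525 nm, emission 598 nm, BODIPY TMR filters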
SIAE inh = blocks human sialic acid acetylesterase. SIAE FP-Rh probe binding, fluorescence polarization. inhibition, % at 9.66 µM. 370,000 tested, 0.69% active;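 active = inhibition above a cutoff: mean of compounds within the control limits plus 3 SD of those, cut at about 17% in these data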;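 note: 0% = plate median of compound wells and 100% = probe without SIAE protein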
LEDGF integ inh = blocks HIV-1 LEDGF/p75-dependent DNA integration; TR-FRET IN-LEDGF/p75 DNA integration, Eu/Cy5; inhibition, % at 3.7 µM; 370,000 tested, 0.64% active;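 active = inhibition above the screen-wide mean plus 3 SD, cut at about 13% in these data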;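 note: signal is the Cy5 over europium emission ratio at 671 and 618 nm; 0% = plate median of compound wells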
TCR CD3 inh = blocks the human TCR-CD3 interaction. AID 651800. 360,000 tested, 0.37% active. TAMRA-labeled TCR probe fluorescence, biochemical. inhibition, % at 9.4 µM; in the data active = inhibition above about 19%;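 note: recombinant mutant TCR 2C K166C tagged with TAMRA read by polarization; 0% = receptor in buffer alone and 100% = receptor with positive control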
HTRA1 inhibitor = blocks human HTRA1 serine peptidase; Q92743; recombinant HTRA1, FP-rhodamine activity-based probe, fluorescence polarization; inhibition, % at 5.96 µM; 340,000 tested, 0.5% active; in the data active = inhibition above about 36%;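 note: 0% = enzyme with DMSO and 100% = wells lacking enzyme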
rCAG binder = binds r(CAG) RNA repeats; r(CAG) RNA repeat, TO-PRO-1 dye displacement fluorescence; inhibition, % at 3 µM; 370,000 tested, 1.3% active; AID 651821;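 active = inhibition above the plate cutoff, the mean of all test compounds on that plate plus 3 SD, cut at about 35% in these data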;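 note: 0% = DMSO alone and 100% = 100 µM mitoxantrone as full dye displacement; higher means more dye released from RNA so lower well fluorescence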
NPR2 activator = GC-B (human) receptor activation; P20594; HEK293-GC-B cells, CNP EC30, cGMP TR-FRET; 0% at EC30 CNP, 100% saturating CNP; activation, % at 10 µM; 370,000 tested, 0.11% active; AID 1920062;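 active = activation at 10 µM reaching about 35% in either raw or pattern-adjusted values, limit read from the data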
MBD2 DNA inh = inhibitors of human MBD2 binding to methylated oligonucleotide; TR-FRET; 370,000 tested, 0.31% active; inhibition, % at 4.4 µM; AID 686964; in the data active = inhibition above about 13%
TDP2 absorb = TDP2 (human) inhibition, absorbance primary screen. AID 720702. 370,000 tested, 0.34% active. recombinant TDP2, T5PNP hydrolysis, p-nitrophenol absorbance 415 nm. O95551. inhibition, % at 12.8 µM;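 active = inhibition above the mean of all tested compounds plus 3 SD, set per campaign, cut at about 25% in these data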;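 note: 0% = DMSO with enzyme and 100% = buffer with substrate but no TDP2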
Target sequence (O95551 whole entry, looked up): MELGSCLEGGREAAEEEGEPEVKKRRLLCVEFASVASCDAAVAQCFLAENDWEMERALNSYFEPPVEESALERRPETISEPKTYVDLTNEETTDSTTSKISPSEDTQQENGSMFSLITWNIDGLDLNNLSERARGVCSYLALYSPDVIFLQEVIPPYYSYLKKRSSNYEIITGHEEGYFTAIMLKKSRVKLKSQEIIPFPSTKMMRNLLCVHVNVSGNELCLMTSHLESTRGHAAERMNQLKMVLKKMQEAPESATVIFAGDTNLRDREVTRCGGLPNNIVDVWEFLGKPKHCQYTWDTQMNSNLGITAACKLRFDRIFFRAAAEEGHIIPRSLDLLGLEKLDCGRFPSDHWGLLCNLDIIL
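Incubation: 2 h at 37 °C; Test system: recombinant human TDP2; Quantity: enzyme 120 nM; Read-out basis: percent inhibition; Medium: 50 mM Tris-HCl pH 7.5 with Mg2+, KCl, DTT, BSA; Repeats: single replicate; Compound: 12.8 µM single point, 1% DMSO; Signal: epi absorbance; Reagent: 5 mM T5PNP chromogenic substrate; Benchmarks: no-enzyme high, DMSO-plus-enzyme low.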
An asterisk follows results filed as active; . = no result given. An excerpt. The share of hits here may be higher or lower than overall.

Below each SMILES – PRMT1 FP inh	mABHD4 FP	SIAE inh	LEDGF integ inh	TCR CD3 inh	HTRA1 inhibitor	rCAG binder	NPR2 activator	MBD2 DNA inh	TDP2 absorb
1	CC(=O)Nc1ccc(S(=O)(=O)N=S(C)(C)=O)cc1
  0	2	8	3	2	0	2	-11	-1	4
2	Cc1csc2c(=O)sc(NC(=O)c3ccc(F)cc3)nc12
  -2	1	7	-2	4	.	3	-1	0	5
3	COc1cccc(C(=O)OCC(=O)c2c[nH]c3ccccc23)c1O
  -3	-6	-5	5	6	-17	8	2	-4	2
4	CC(C)CNC(=O)C(=O)Nc1cc2c3c(c1)C(C)C(=O)N3CCC2 (stereo not given)
  -2	4	12	1	7	1	-2	0	-4	13
5	O=C1CCCN1CN1CCCCC1
  0	18	2	1	3	4	2	.	4	2
6	CC(C)C(=O)Nc1c2c(nc3c1CCC3)CCCC2
  -3	1	-6	1	6	-4	4	10	-3	-1
7	O=C(O)c1cc(C2CC2)nc2ccccc12
  0	3	9	1	1	-1	0	0	-3	3
8	CCCCN1C(=O)C(CC(=O)NCCCN(C)C)CC(C(=O)N2CCOCC2)=C1C (stereo not given)
  -6	2	-2	2	7	2	1	-1	-4	1
9	S=C(NCCc1ccccc1)Nc1ccccc1
  -1	-6	1	-1	2	2	-3	0	-4	6
10	CCN(CC)S(=O)(=O)c1cccc(NC(=O)/C=C/c2cccc([N+](=O)[O-])c2)c1
  0	-7	-39	1	5	-39	6	3	-4	-5

Three entries from above, sorted by length of the SMILES, smallest number first:
Below each SMILES – PRMT1 FP inh	mABHD4 FP	SIAE inh	LEDGF integ inh	TCR CD3 inh	HTRA1 inhibitor	rCAG binder	NPR2 activator	MBD2 DNA inh	TDP2 absorb
9	S=C(NCCc1ccccc1)Nc1ccccc1
  -1	-6	1	-1	2	2	-3	0	-4	6
2	Cc1csc2c(=O)sc(NC(=O)c3ccc(F)cc3)nc12
  -2	1	7	-2	4	.	3	-1	0	5
4	CC(C)CNC(=O)C(=O)Nc1cc2c3c(c1)C(C)C(=O)N3CCC2 (stereo not given)
  -2	4	12	1	7	1	-2	0	-4	13

(more compounds)
Below each SMILES – PRMT1 FP inh	mABHD4 FP	SIAE inh	LEDGF integ inh	TCR CD3 inh	HTRA1 inhibitor	rCAG binder	NPR2 activator	MBD2 DNA inh	TDP2 absorb
11	CC(=O)Nc1ccc(SCC(=O)Nc2ccccc2Oc2ccccc2)cc1
  12	-15	-1	-4	-8	-11	-4	-3	4	9
12	O=C(OCc1ccc([N+](=O)[O-])cc1)c1cc(=O)c2ccccc2o1
  -2	0	0	3	-7	-2	1	-9	-4	-7
13	Cc1cc(NCCCN2CCOCC2)n2nc(C)c(-c3ccc(F)cc3)c2n1
  1	2	-4	-1	4	-1	-6	-3	0	6
14	COc1ccc(-c2cc(C(=O)NCc3ccco3)c3ccccc3n2)cc1
  -1	-11	-5	-3	-1	-17	3	3	-2	-9
15	Cc1nc2scc(C)n2c(=O)c1S(=O)(=O)NCC1CCN(Cc2ccc(F)cc2)CC1
  -2	6	-1	3	-1	3	-3	-4	-2	-1
16	COc1ccc(-c2c(C#Cc3ccsc3)c3cc(-c4ccc5[nH]ccc5c4)ccc3n2C)cc1
  -1	11	4	2	1	15	26	1	-5	11
17	Cc1cc(C)cc(N(CC(=O)N2CCCCCC2)S(C)(=O)=O)c1
  2	3	-4	-3	-5	5	-9	-1	6	0
18	CCc1cccc(C)c1NC(=O)CC1Oc2ccc(C)cc2NC1=O (stereo not given)
  0	0	6	2	4	-4	2	-4	4	3
19	CCOC(=O)c1ccc(NC(=O)CSc2nc3sc(C(=O)O)c(C)c3c(=O)[nH]2)cc1
  -4	-6	2	6	2	2	5	0	-5	-8
20	CC12C=CC3(O1)C(C(=O)N1CCCOC13)C2C(=O)O (stereo not given)
  -1	0	-6	3	7	1	-1	-2	0	-1

Reprinted from the results shown, 2 compounds:
Below each SMILES – PRMT1 FP inh	mABHD4 FP	SIAE inh	LEDGF integ inh	TCR CD3 inh	HTRA1 inhibitor	rCAG binder	NPR2 activator	MBD2 DNA inh	TDP2 absorb
11	CC(=O)Nc1ccc(SCC(=O)Nc2ccccc2Oc2ccccc2)cc1
  12	-15	-1	-4	-8	-11	-4	-3	4	9
12	O=C(OCc1ccc([N+](=O)[O-])cc1)c1cc(=O)c2ccccc2o1
  -2	0	0	3	-7	-2	1	-9	-4	-7

Further results.
Below each SMILES – PRMT1 FP inh	mABHD4 FP	SIAE inh	LEDGF integ inh	TCR CD3 inh	HTRA1 inhibitor	rCAG binder	NPR2 activator	MBD2 DNA inh	TDP2 absorb
21	COc1ccc(S(=O)(=O)N(CC(=O)N2CCN(C)CC2)c2ccccc2)cc1OC
  0	-2	-3	1	5	1	-4	4	1	-9
22	CCOC1(C)OCC(=O)[C@]2(CCC3C4CCC5=CC(=O)C=CC5(C)C4C(=O)CC32C)O1 (stereo not given in full)
  4	-4	-6	-1	-14	4	-8	4	8	-6
23	CCOC(=O)c1ccc(S(=O)(=O)Nc2nc3cc(S(=O)(=O)NC4=NCCCCC4)ccc3s2)cc1
  41*	-3	-1	-10	-4	-10	59*	4	-2	-5
24	CC(C)Oc1cccc(C(=O)N2CCCC2)c1
  -2	1	-5	-3	8	4	-1	8	-2	2
25	O=C(OCc1ccccc1)N1Cc2ccnnc2CC1c1ccccc1-c1ccc(C(F)(F)F)cc1 (stereo not given)
  5	-17	2	-7	-5	.	2	-11	1	-8
26	O=C(COc1ccccc1)N1CCN=C1SCc1cccc(F)c1
  3	6	-2	-2	-4	-1	-5	1	5	-3
27	Cc1ccc(CN(c2ccc(C(=O)Nc3cccnc3)cc2)S(C)(=O)=O)cc1
  0	-9	-8	-2	8	-6	1	-6	12	16
28	Cc1ccc(CC(=O)Nc2ccc(S(=O)(=O)N3CCOCC3)cc2)cc1
  1	-2	-3	5	4	-12	3	0	3	12
29	CCN1CCN(c2ccc(S(=O)(=O)N3CCCCC3)cc2NC(=O)c2ccc(F)cc2)CC1
  3	2	3	-3	-4	1	-5	2	3	8
30	O=C(c1cccc(S(=O)(=O)N2CCCC2)c1)N1CCN(Cc2ccccc2)CC1
  0	-2	-5	2	-1	11	-3	3	2	-6
31	O=C(Nc1ccc(-c2nc3ccccc3o2)cc1)c1cc(-n2cnnc2)ccc1Cl
  -4	-15	-17	6	1	-65	6	-2	2	-4
32	CCn1c(=O)cc(OCC(=O)Nc2cccc(C)n2)c2ccccc21
  -1	3	3	-1	7	0	-5	-2	3	-4
33	COc1ccc(C2Nc3ccccc3C(=O)N2NS(C)(=O)=O)cc1OC (stereo not given)
  -1	-3	-2	1	12	3	0	0	-4	1
34	COc1ccc(Cc2c(-c3cccc(Cl)c3)nc3ccc(Br)cn23)c(C)c1
  1	-12	-5	4	0	.	17	-11	1	4
35	CC(=O)NC(Cc1cccc(F)c1)C(=O)NC1CCN(c2ncccc2[N+](=O)[O-])CC1 (stereo not given)
  2	2	-2	2	1	-2	-5	-3	-7	5
36	Cc1cc(N/N=C/c2ccc([N+](=O)[O-])o2)nc2ccccc12
  -2	-5	12	8	-31	-4	15	-2	-9	-5
37	O=C(C1CC(c2cccc(Br)c2)=NO1)N1CCc2ccccc2C1 (stereo not given)
  2	-3	-3	0	-3	-22	-2	6	2	3
38	Cc1ccc(COCC(CC(C)C)N2CCN(C(=O)c3cccc(C(F)(F)F)c3)CCC2=O)cc1 (stereo not given)
  0	-4	2	3	-1	-22	-11	-8	4	5
39	COc1cc(/C=N/NC(=O)c2ccc(CSc3nc4ccccc4[nH]3)cc2)cc(OC)c1OC
  3	-59	-76	1	-5	-65	11	5	2	-3
40	Cc1cccn2c(=O)c(/C=C(\C#N)C(N)=O)c(N3CCN(Cc4ccc5c(c4)OCO5)CC3)nc12
  3	5	2	-4	1	-10	0	-11	-5	-4

The final three entries of the part before open the next one.
Below each SMILES – PRMT1 FP inh	mABHD4 FP	SIAE inh	LEDGF integ inh	TCR CD3 inh	HTRA1 inhibitor	rCAG binder	NPR2 activator	MBD2 DNA inh	TDP2 absorb
38	Cc1ccc(COCC(CC(C)C)N2CCN(C(=O)c3cccc(C(F)(F)F)c3)CCC2=O)cc1 (stereo not given)
  0	-4	2	3	-1	-22	-11	-8	4	5
39	COc1cc(/C=N/NC(=O)c2ccc(CSc3nc4ccccc4[nH]3)cc2)cc(OC)c1OC
  3	-59	-76	1	-5	-65	11	5	2	-3
40	Cc1cccn2c(=O)c(/C=C(\C#N)C(N)=O)c(N3CCN(Cc4ccc5c(c4)OCO5)CC3)nc12
  3	5	2	-4	1	-10	0	-11	-5	-4
41	CCN(CC)C(=O)CSc1ncnc2c1cnn2Cc1ccccc1
  -4	-1	-1	2	7	3	-11	-2	1	4
42	CCNC(=O)N1CCN(c2ccc(N3CCN(Cc4ccccc4)[C@@H](C)C3)c(C)c2)[C@@H](C)C1
  3	-3	5	-3	0	.	2	9	3	1
43	Cc1ccc(N2C(=O)CCC2(C#N)c2ccccc2)cc1 (stereo not given)
  -5	-4	2	2	-5	-1	-4	-3	-3	-13
44	CCCOc1ccc(OCCn2nc(C(=O)O)c3ccccc3c2=O)cc1
  3	-3	2	1	-1	-3	-6	-11	4	9
45	CS(=O)(=O)N(CC(=O)NCCSCc1cccc(Cl)c1)c1ccc(F)cc1
  -2	-5	3	1	6	-3	-8	-3	-4	5
46	CC1CCC(C(C)C)C(OC(=O)C2=C3c4ccccc4S(=O)(=O)N3CC2)C1 (stereo not given)
  3	-4	-3	4	-5	0	2	2	5	2
47	CC(=O)NCCC(=O)N1CCCC(N2CCN(c3cccc(Cl)c3)CC2)C1 (stereo not given)
  -3	2	6	-1	-8	5	-5	9	0	-2
48	O=C(CSc1n[nH]c(=O)n1Cc1ccco1)Nc1ccccc1Cl
  4	12	-2	-10	2	6	1	-1	-3	-10
49	CCOP(=O)(OCC)C(NC(=O)Nc1cccc(Cl)c1)C(N)=O (stereo not given)
  1	2	7	0	12	5	-3	-2	2	5
50	O=C(Nc1ccc(F)cc1F)c1ccc2nc(N3CCOCC3)sc2c1
  3	-14	-1	2	-2	-1	1	8	6	-2
51	COc1cccc(C(=O)O/N=C(\N)CS(=O)(=O)c2ccccc2)c1
  1	-5	-3	3	-3	3	0	-1	-6	-7
52	Cc1c(/C=N/n2cnnc2)c2ccccc2n1CCOc1ccccc1
  -1	-11	1	-1	9	-29	2	-21	-2	-8
53	Cc1cc(C)c(NC(=O)CCc2c(C)noc2C)c(C)c1
  -4	-23	-1	-1	-7	12	0	2	3	7

3 compounds already listed, ordered by the number in PRMT1 FP inh, high to low:
cpd | SMILES | PRMT1 FP inh
46 | CC1CCC(C(C)C)C(OC(=O)C2=C3c4ccccc4S(=O)(=O)N3CC2)C1 (stereo not given) | 3
49 | CCOP(=O)(OCC)C(NC(=O)Nc1cccc(Cl)c1)C(N)=O (stereo not given) | 1
53 | Cc1cc(C)c(NC(=O)CCc2c(C)noc2C)c(C)c1 | -4
